HCV inhibitor: HCV inhibition; Huh7.5.1 HCVcc-Cre infection, luciferase reporter, 44 h; Potency, µM (top dose mostly 41.8 µM), for inactives: top-dose activity change, negative = inhibition, most hits filed as inhibitors; 340,000 compounds, 3.4% hits; note: potency is the fitted concentration of half-maximal effect; % is set by controls: 0 for no effect and ±100 for the full control effect
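After 44 h co-culture of compound, cells and HCVcc-Cre (~0.5 moi), substrate is added for 15 min at room temperature and luciferase measured over 15 sec. Cells were seeded at 1,000/well and pre-cultured 4 h.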
FBPA Giardia inh: Giardia lamblia aldolase inhibition. 290,000 compounds, 0.71% hits. AID 2451. Potency, µM (doses to about 59.6 µM), for the others: top-dose activity, negative = inhibition, most hits filed as inhibitors. purified Giardia FBPA; note: potency is the fitted concentration of half-maximal effect; % is set by controls: 0 for no effect and ±100 for the full control effect; nearly all actives have a fitted effect of over 55% in size
Target sequence (A8B2U2 whole entry, looked up): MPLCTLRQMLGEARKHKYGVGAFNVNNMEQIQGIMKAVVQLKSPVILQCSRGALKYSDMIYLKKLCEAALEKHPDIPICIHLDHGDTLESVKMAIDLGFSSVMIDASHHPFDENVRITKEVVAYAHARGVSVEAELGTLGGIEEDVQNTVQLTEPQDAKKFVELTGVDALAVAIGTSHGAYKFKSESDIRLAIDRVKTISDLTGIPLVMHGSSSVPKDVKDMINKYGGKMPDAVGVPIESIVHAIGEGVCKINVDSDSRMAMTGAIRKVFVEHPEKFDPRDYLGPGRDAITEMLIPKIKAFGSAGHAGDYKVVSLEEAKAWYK
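Giardia FBPA (40 nM reagent) was preincubated 10 min at RT with compound (up to 57.5 uM final), then substrate plus GAPDH/TPI/NAD/arsenate coupling system with diaphorase/resazurin was added; resorufin fluorescence (525/598 nm) was read after 20 min.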
Pf growth 48h: inhibits P. falciparum growth in the first generation, 48 h; P. falciparum luciferase growth in erythrocytes, 48 h; Potency, µM (highest dose often 28.7 µM), without a hit: at the highest dose activity change, negative = inhibition, usual class: inhibitors; 310,000 compounds, 5.9% hits; note: potency is the fitted concentration of half-maximal effect; % is set by controls: 0 for no effect and ±100 for the full control effect
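Cell-based growth assay: transgenic P. falciparum expressing firefly luciferase, cultured in red cells within RPMI 1640 containing 0.5% w/v Albumax, 24 mM bicarbonate and gentamycin. A drop in luciferase activity indicates inhibition.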
Pf growth 96h: inhibits malaria parasite growth, 96 h | P. falciparum luciferase reporter growth, 96 h | Potency, µM (highest dose often 28.7 µM), for inactives: at the top dose activity change, negative = inhibition, actives largely listed as inhibitors | 320,000 compounds, 6.9% hits | AID 504834; note: potency is the fitted concentration of half-maximal effect; % is set by controls: 0 for no effect and ±100 for the full control effect
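P. falciparum expressing integrated firefly luciferase, in erythrocytes at 2% hematocrit, 0.05% parasitemia, incubated with compounds 96 h at 37 C, 5% CO2. Growth inhibition read as loss of luminescence; two-generation exposure targets delayed-death apicoplast inhibitors.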
Cycloheximide cs: affects cycloheximide protein synthesis inhibition readout, counter-screen; cell reporter, cycloheximide protein synthesis inhibition counterscreen; 300,000 compounds, 12% hits; max response, %; in the data active = max response mostly above about 13%, no sharp cut-off; inactive = mostly below about 14%; note: read at 38.3 µM for the half of the compounds with a filed dose; 0% is about no effect
Shiga toxin inh: blocks Shiga toxin action in Vero cells | 290,000 compounds, 9.2% hits | inhibition, % at 38.7 µM | Vero cells, Shiga toxin protein synthesis inhibition reporter | AID 2315; in the data active = inhibition mostly above about 28%, no sharp cut-off; inactive = mostly below about 43%; note: 0% is about no effect
Active calls of the source: *; ? = inconclusive; nt = not tested or not shown; [ ] = another dose, or the depositor's remark. Unless noted, calls come from the whole dose curve; as a rule, active = well fitted curve in the direction sought with a large enough effect; inconclusive = small, poorly fitted or top-dose-only effect, or another doubt; inactive = no such curve, though single readings can be large; an effect the other way counts as inactive or inconclusive. Outcome played no part in choosing rows; any-hit rate near 24%.

SMILES | HCV inhibitor | FBPA Giardia inh | Pf growth 48h | Pf growth 96h | Cycloheximide cs | Shiga toxin inh
CCOc1cc(N2CCOCC2)c(OCC)cc1NC(=O)Cc1ccc(OC)c(OC)c1 | ? | ? | 9.28µM* | 180.5%[activator] | 2.0 | 26.4
Cc1cc(Nc2ccccc2)nc(N2CCN(C(=O)c3ccc4c(c3)OCO4)CC2)n1 | ? | nt | 2.0% | 33.0% | nt | nt
O=c1[nH]c2ccccc2n1C1CCN(Cc2ccc(-c3[nH]c4cc5ncnc5cc4nc3-c3ccccc3)cc2)CC1 | nt | -14.7% | nt | nt | -9.4 | -7.5
CCOCCCn1cc(C(=O)c2cc(Br)ccc2O)cc(C#N)c1=O | -18.3% | 7.9% | 5.22µM* | ? | -0.8 | 12.2
Cc1ccc2c(c1)C(=NC1CCCCC1)c1cc3ccccc3nc1-2 | 2.2% | 10.8% | 171.5%[activator] | 266.7%[activator] | 51.4* | 40.6*
Cc1ccc2c(C)ccc(O)c2n1 | -2.1% | 4.0% | nt | ? | -1.8 | -6.7
COc1ccccc1NC(=S)N1CCN(Cc2ccc3c(c2)OCO3)CC1 | -11.7% | 6.2% | 1.1% | 63.0%[activator] | -1.9 | 7.9
CCC1SC2=NC(C)=C(C(=O)OCCOC)C(/C=C/c3ccccc3OC)N2C1=O (stereo unspecified) | -22.5% | 12.6% | ? | -27.7% | 8.1 | -3.6
COc1ccc(N=Cc2ccc[nH]2)cc1 | 27.4% | -12.6% | nt | 67.2%[activator] | 1.6 | -7.0
O=C(O)CCn1c(=O)c2ccccc2c2ccccc2c1=O | 13.4% | 6.2% | 3.8% | -6.8% | -1.7 | -7.1
Nc1ccc(Sc2cc(Cl)nc(N)n2)cc1 | 8.7% | -12.0% | -15.5% | 2.2% | 12.4 | 18.4
Cc1cc(C)c(NC(=S)NC(CO)(CO)CO)c(C)c1 | -0.4% | 1.5% | 4.0% | 15.0% | 8.1 | -22.3
CNc1ccc(OC)cc1-n1cnc(-c2ccc([N+](=O)[O-])cc2)c1 | -5.5% | 6.4% | ? | 6.6% | -2.9 | 5.5
CCCCc1ccc(N2C(=O)[C@@H]3C(CC(N)=O)NC4(C(=O)Nc5ccc(F)cc54)[C@@H]3C2=O)cc1 (stereo partly specified) | 20.3% | 0.2% | nt | ? | -1.7 | -11.3
O=C1C2C(c3ccccc3)CC=CC2C(c2ccc(C(F)(F)F)cc2)N1Cc1ccccc1 (stereo unspecified) | nt | -9.9% | nt | nt | 0.8 | -4.4
Cc1ccc(OCC(=O)NCc2ccccn2)cc1 | 11.5% | 4.6% | 9.1% | 24.9% | 7.0 | 9.5
NC(=O)[C@@H]1CC2(CC(c3cccc(NC(=O)COc4ccc(Cl)cc4)c3)=NO2)CN1C(=O)COc1ccc(Cl)cc1 (stereo partly specified) | 10µM* | 1.0% | ? | ? | -2.1 | -3.2
O=C(NCc1ccco1)C1CCCN1C(=O)Nc1cccc(Cl)c1 (stereo unspecified) | 13.7% | 5.3% | 48.6%[activator] | -17.8% | 8.8 | -2.7
COc1ccc(C2CN=NC23CCCc2ccccc2C3=O)cc1 (stereo unspecified) | ? | 6.9% | 3.7µM* | 2.62µM* | 14.4 | 20.5
Cc1ccc(NC(=O)Cc2n[nH]c(=O)c3ccccc23)cc1S(=O)(=O)N1CCCCCC1 | 10µM* | nt | ? | ? | nt | nt

Whole records from above. Order of values: HCV inhibitor, FBPA Giardia inh, Pf growth 48h, Pf growth 96h, Cycloheximide cs, Shiga toxin inh
Record of `CCOCCCn1cc(C(=O)c2cc(Br)ccc2O)cc(C#N)c1=O` : -18.3%, 7.9%, 5.22µM*, ?, -0.8, 12.2
Record of `Cc1ccc(OCC(=O)NCc2ccccn2)cc1` : 11.5%, 4.6%, 9.1%, 24.9%, 7.0, 9.5
Record of `O=c1[nH]c2ccccc2n1C1CCN(Cc2ccc(-c3[nH]c4cc5ncnc5cc4nc3-c3ccccc3)cc2)CC1` : nt, -14.7%, nt, nt, -9.4, -7.5
Record of `Nc1ccc(Sc2cc(Cl)nc(N)n2)cc1` : 8.7%, -12.0%, -15.5%, 2.2%, 12.4, 18.4
Record of `Cc1cc(Nc2ccccc2)nc(N2CCN(C(=O)c3ccc4c(c3)OCO4)CC2)n1` : ?, nt, 2.0%, 33.0%, nt, nt

Following part:
SMILES | HCV inhibitor | FBPA Giardia inh | Pf growth 48h | Pf growth 96h | Cycloheximide cs | Shiga toxin inh
CNS(=O)(=O)c1cc(NC(=O)c2cnc(SC)n2-c2ccccc2)ccc1C | -0.4% | 13.8% | 14.2% | 0.4% | -3.7 | -6.3
COc1ccc(-c2nc(CSCC(=O)NC3CCCC3)c(C)o2)cc1OC | -11.4% | -4.7% | -17.1% | 0.0% | -2.0 | 1.8
Clc1cccc(CSc2nnc([C@@H]3CCCN3)o2)c1 | 7.7% | ? | ? | ? | 6.1 | 1.5
COc1ccccc1C(=O)NCCC(=O)NC(C)CCc1ccccc1 (stereo unspecified) | 30.6%[activator] | nt | 5.6% | ? | nt | nt
Cc1cc(S(=O)(=O)N2CCN(CC(=O)NC(C)(C#N)C3CC3)CC2)ccc1Br (stereo unspecified) | -0.3% | nt | 21.7% | ? | nt | nt
CC1(C)C(=O)OC(c2cccn2-c2cccc([N+](=O)[O-])c2)C2(CCCCC2)C1=O (stereo unspecified) | -9.9% | -3.4% | 13.1µM* | -24.5% | -1.5 | -6.0
CCOc1ccccc1C(=O)NC(C(=O)NCc1ccccc1OC)C(C)C (stereo unspecified) | ? | -1.4% | -10.9% | ? | 3.6 | 16.1
COc1ccc([C@@H]2CC=C(C(=O)O)CN2S(=O)(=O)c2ccc(C)cc2)cc1OC | 18.4% | nt | -4.9% | 55.2%[activator] | nt | nt
Cc1ccc(C(=O)N/C(=C\c2cn(S(=O)(=O)N(C)C)c3ccccc23)C(=O)N2CCCC2)cc1 | 2.8% | nt | 10.4µM* | 0.0% | -4.4 | -2.9
O=S(=O)(c1cccc2cccnc12)N1CCCc2ccccc21 | 7.8% | -13.7% | -10.8% | ? | 8.4 | 29.9
CCC(=O)N/N=C/c1ccc(OS(=O)(=O)c2ccccc2)cc1 | -3.8% | -3.6% | 10.4µM* | ? | -1.8 | -9.5
O=C(COC(=O)CCc1nc2ccccc2s1)NCc1ccco1 | 28.0% | 1.0% | 25.0% | 34.9%[activator] | -4.8 | -2.4
NC(=O)N/N=C/c1cn(-c2ccccc2)nc1-c1ccccc1 | -24.8% | -14.4% | -50.6% | ? | 30.7* | 59.9*
Cc1nc(-c2ccccc2)sc1C1(C)CC(c2cccc([N+](=O)[O-])c2)=NO1 (stereo unspecified) | -7.3% | 4.8% | 69.7%[activator] | 40.9%[activator] | 1.2 | 30.1*
Cn1c(=O)cc(SCC(=O)N2CCN(c3ccccn3)CC2)c2ccccc21 | -10.2% | -6.5% | 4.7% | ? | 1.0 | 7.8
O=C(c1csc2c1CCCC2)N1CCN(c2ccc(F)cc2)CC1 | -14.3% | -4.9% | ? | -29.5% | -2.4 | -3.4
COc1ccccc1NC(=O)C(C)OC(=O)c1cccc(-n2cnnn2)c1 (stereo unspecified) | ? | nt | ? | 2.6% | nt | nt
COC(=O)c1ccc2c(c1)NC1=C(C(=O)CC(C)(C)C1)C(c1ccncc1)N2 (stereo unspecified) | 15.7% | -21.2% | 29.9% | -59.6% | 42.2* | 83.6*
CCCCn1c(-c2nn(C)c(C)c2Cl)n[nH]c1=S | 9.3% | 0.3% | 0.4% | ? | -1.4 | -13.5
O=C(O)c1c(Cl)nc2ccccn12 | -5.5% | -4.6% | -4.1% | 19.3% | -3.1 | -2.8
Cc1cc(C(=O)N2CCCC(N3CCN(c4cccc(C(F)(F)F)c4)CC3)C2)no1 (stereo unspecified) | 6.8% | nt | ? | 0.5% | -0.9 | -6.0
CCCN1C(=O)/C(=C2\SC(N3CCCCC3)=NC2=O)c2ccccc21 | ? | -5.8% | ? | ? | 46.1* | 68.1*
C=CCN1C(=O)NC(=O)/C(=C/c2ccoc2)C1=O | -3.4% | -8.9% | 5.2% | ? | -1.7 | 14.7
CC(C)CN(C(=O)COC(=O)c1ccccn1)c1c(N)n(Cc2ccccc2)c(=O)[nH]c1=O | 2.6% | nt | -22.2% | -1.2% | nt | nt
O=C(O)CC1=C(O)C(=O)N(c2ccccc2)C1c1ccc(Cl)cc1 (stereo unspecified) | 18.3% | 18.3% | 12.6% | nt | -1.9 | 6.3
Cc1cc(C(=O)COC(=O)C2=NN(c3ccccc3)C(=O)CC2)c(C)n1CC(F)(F)F | 2.7% | 3.2% | 10.3% | 30.1%[activator] | 18.2 | 14.2
CC1C=CCC2C(=O)N(c3cccc(C(=O)NCc4ccccc4)c3)C(=O)C12 (stereo unspecified) | ? | 7.7% | -11.9% | 0.0% | -4.9 | -4.1
COc1cc2c(cc1OC)C(=O)N1[C@H]3c4ccccc4OC[C@@H]3[C@H](c3ccccc3)[C@]1(C)C(=O)N2 | ? | nt | ? | ? | nt | nt
COc1cc(-c2ccc(NC(=O)NC3CC3)c(OC)c2)ccc1NC(=O)NC1CC1 | nt | 4.6% | ? | ? | 11.3 | 22.9
O=C(CSc1ccc(Cl)cc1)Nc1nnc(-c2cccc([N+](=O)[O-])c2)s1 | -23.2% | 5.4% | -9.1% | -22.8% | -1.6 | -10.8
Cc1ccccc1C(=O)NC(=S)Nc1ccc(S(=O)(=O)N2CCOCC2)cc1 | -3.6% | -29.0% | -16.1% | ? | 5.0 | 10.0
Cc1cc(C)cc(NC(=O)CCn2c(=O)c3cccn3c3ccccc32)c1 | 3.16µM* | nt | -4.7% | -8.3% | -8.5 | -7.4
O=C1NC(=O)/C(=C/c2ccccc2Cl)N1 | 4.3% | -20.4% | nt | ? | -0.8 | -8.8
C=CCC1NS(=O)(=O)OCC1C(C)C (stereo unspecified) | 15.3% | -8.1% | 25.1% | -17.8% | -1.7 | -6.1
COc1cccc(C2CC(=O)N3CN(c4cccc(Cl)c4C)CSC3=C2C#N)c1OC (stereo unspecified) | 12.8% | ? | nt | 0.928µM* | -7.0 | -14.8
Cc1ccc2nc3sc(C(=O)NCc4ccco4)c(N)c3cc2c1 | -13.4% | -2.1% | 310.6%[activator] | 219.2%[activator] | 23.2* | 67.8*
Cn1c(CCNC(=O)c2ccco2)nc2cc(NC(=O)c3ccccc3)ccc21 | -15.5% | nt | 52.8%[activator] | ? | 36.2* | 80.1*
O=C(COC(=O)c1nc(Cl)ccc1Cl)NC(=O)c1ccccc1 | -2.5% | nt | 41.5%[activator] | 60.2%[activator] | -3.9 | -6.7
COc1ccc(N2CCN(Cc3cc(=O)c(OCC(=O)Nc4ccccc4)co3)CC2)cc1 | 3.5% | nt | -11.1% | -3.3% | nt | nt
O=C1Nc2ccccc2C12OCCCCO2 | 15.5% | -0.4% | -4.3% | 13.7%[5.75 µM] | -3.0 | 7.3
CNc1nc(C)c(C(C)=O)cc1C#N | 4.1% | 1.5% | 11.1% | nt | -0.1 | -19.7
O=C(Cc1ccc(Cl)cc1)N1CCN(c2ccccc2)CC1 | -3.6% | 5.9% | 2.3%[0.00184 µM] | 54.2%[activator] | 31.1* | 62.5
Cc1cc(N)n2nc(-c3ccc(C(C)(C)C)cc3)cc2n1 | ? | -17.1% | nt | -63.0% | 46.8* | 88.7*
COc1ccc(N2CCN(CCNS(=O)(=O)c3cccc4nsnc34)CC2)cc1 | -14.0% | -1.7% | -1.1% | 45.0%[activator] | -3.0 | -1.1
Cc1ccc(-c2ccc(C(=O)O)[nH]2)cc1 | 17.1% | 18.7% | 30.5%[activator] | 6.57µM* | 20.2 | 38.3

High-throughput results deposited in PubChem BioAssay by National Center for Advancing Translational Sciences (NCATS).
